High-throughput results deposited in PubChem BioAssay by National Center for Advancing Translational Sciences (NCATS).
LDHA inh: LDHA (human) enzyme inhibition | P00338 | purified LDHA, NADH/diaphorase-resazurin fluorescence; stronger effect = lower value | activity change, % (values are at about 110 or 230 µM) | 480,000 tested, 0.15% active | AID 1347041; in the data active = activity change below about -30%; inconclusive = mostly about -25% to -30%;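 also: plate controls were DMSO wells for no effect and wells without enzyme for full effect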
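Resorufin fluorescence (ex540/em590), read at 0 and 20 min after diaphorase/resazurin addition, reports the NADH left after a 5 min room-temperature reaction of 2 nM human LDH5 with 0.06 mM NADH and 0.2 mM pyruvate.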
Vif-A3G inh: blocks the Vif interaction with human APOBEC3G | Potency, µM (top dose mostly 46.1 µM), for inactives: at the top dose activity, negative = active, hits mostly inhibitors | Q9HC16 | AID 602310 | HeLa A3G-eYFP + Vif (tagged APOBEC3G with the HIV-1 protein that degrades it), YFP fluorescence, overnight | 410,000 tested, 0.076% active;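 also: potency is read from the fitted curve at half-maximal effect; % is scaled to controls: 0 for no effect and ±100 for the full control effect; nearly all actives have a fitted effect of over 60% in size; hits raise eYFP signal because A3G escapes Vif-driven loss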
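Read-out is eYFP fluorescence (Ex 488/Em 500-530) from Vif-expressing HeLa A3G-eYFP cells; more signal means A3G escaped Vif-mediated degradation. Cells plated overnight, compound pinned in, incubated overnight at 37 deg C.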
Glioma ERSR ind: inducers of ER stress response in human glioma cells; AID 602332; U87-MG GRP78 promoter luciferase reporter, 16 h; 420,000 tested, 0.02% active; Potency, µM, for inactives: top-dose activation, hits mostly activators; also: potency is read from the fitted curve at half-maximal effect; series mostly up to about 76 µM; % of control where 0% means no effect; nearly all actives have a fitted effect of over 35% in size
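Stably transfected U87-MG glioma cells carrying a GRP78-based luciferase sensor; 16 h compound incubation. Luminescence end-point read 10 min after Bright-Glo addition at room temperature.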
D2 antagonist: antagonists of human D2 dopamine receptor; P14416; HEK293 TREx D2 cells, calcium flux, dopamine EC80; inhibition, % at 10 µM; 340,000 tested, 2% active; AID 485344; in the data active = inhibition above about 30%; also: 0% is about no effect
Target sequence (P14416 whole entry, looked up): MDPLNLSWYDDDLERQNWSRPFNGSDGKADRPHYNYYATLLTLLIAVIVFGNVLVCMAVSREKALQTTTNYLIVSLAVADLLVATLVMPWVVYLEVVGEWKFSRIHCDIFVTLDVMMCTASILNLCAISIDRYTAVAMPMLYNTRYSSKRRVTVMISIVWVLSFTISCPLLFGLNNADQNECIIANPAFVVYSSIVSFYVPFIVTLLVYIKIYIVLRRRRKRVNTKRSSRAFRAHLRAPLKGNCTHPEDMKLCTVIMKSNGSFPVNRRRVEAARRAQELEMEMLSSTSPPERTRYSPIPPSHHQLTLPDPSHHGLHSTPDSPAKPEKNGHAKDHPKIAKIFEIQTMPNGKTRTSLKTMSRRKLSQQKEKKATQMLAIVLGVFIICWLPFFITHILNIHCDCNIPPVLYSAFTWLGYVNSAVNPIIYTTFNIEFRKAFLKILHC
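Overnight-induced (tetracycline, 30 C) HEK293 T-REx cells carrying force-coupled D2 receive a no-wash calcium dye, then compound, then EC80 dopamine at 180 s; signals are read kinetically throughout.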
ERG Ets-DNA blk: inhibitors of human ERG Ets domain-DNA interaction. P11308. fluorescence polarization, His-ERG Ets domain / labelled DNA. Potency, µM (series often up to 76.9 µM), for the others: top-dose FP activity, negative = inhibition, actives largely listed as inhibitors. 370,000 tested, 0.028% active. AID 624246; active = well fitted inhibition curve with a large enough effect in the polarisation, with a control signal flat; inconclusive = small, poorly fitted or top-dose-only effect, or effect the other way, or a change in a side signal; inactive = no such curve, though single readings can be large or run the other way; the % refers to the polarisation;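 also: polarization taken with two DNA probes labelled with fluorescein and Texas red; potency is read from the fitted curve at half-maximal effect; % of control where 0% means no effect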
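His-tagged ERG Ets domain (1 uM in the protein solution; 300mM KCl, 50mM Tris-HCl, 1mM EDTA, 1mM DTT, pH 7.5) received compound, then a probe mix of 5 nM fluorescein-DNA and 100nM Texas-615-DNA. Fluorescence polarization was read for both dyes.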
RGS4 inhibitor: inhibitors of human regulator of G protein signaling 4; Transcreener GDP fluorescence polarization, RGS4-accelerated GTP hydrolysis; Potency, µM (titrated, usually from 114 µM), for inactives: top-dose activity change, negative = inhibition, most hits filed as inhibitors; 390,000 tested, 0.039% active; also: potency is read from the fitted curve at half-maximal effect; % is scaled to controls: 0 for no effect and ±100 for the full control effect; nearly all actives have a fitted effect of over 75% in size; some results filed as inactive show a strong effect at the top dose
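MLSMR compounds (23 nl, pin-transferred) preincubated 10 min at room temperature with a 500nM (2x) first reagent, then RGS4 at 900nM (2x) plus Transcreener GDP mix added; fluorescence polarization (620/688 nm) read before and after 90 min at 30 °C.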
D2 ag: D2 dopamine receptor (human) agonism. P14416. HEK293 T-REx D2 cells, calcium flux agonist mode. activation, % at 2 µM. 340,000 tested, 0.53% active. AID 485358;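 active = activation over 3 SD above normal in the single-dose calcium agonist read, cut at about 30% in these data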; also: 0% is about no effect
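Tetracycline-induced HEK293 T-REx cells with force-coupled D2 receptor, plated overnight at 30 C, loaded with no-wash calcium dye. After a 10 s baseline, compound was pin-added and calcium flux read kinetically for 180 s; calcium rises flagged agonists.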
12-LOX inh: ALOX12 (human) lipoxygenase inhibition. P18054. purified 12hLO, xylenol orange hydroperoxide absorbance. Potency, µM (highest dose often 108 µM), for the others: top-dose activity change, negative = inhibition, usual class: inhibitors. 580,000 tested, 1.1% active. AID 1671190; also: potency is read from the fitted curve at half-maximal effect; % is scaled to controls: 0 for no effect and ±100 for the full control effect
Target sequence (P18054 whole entry, looked up): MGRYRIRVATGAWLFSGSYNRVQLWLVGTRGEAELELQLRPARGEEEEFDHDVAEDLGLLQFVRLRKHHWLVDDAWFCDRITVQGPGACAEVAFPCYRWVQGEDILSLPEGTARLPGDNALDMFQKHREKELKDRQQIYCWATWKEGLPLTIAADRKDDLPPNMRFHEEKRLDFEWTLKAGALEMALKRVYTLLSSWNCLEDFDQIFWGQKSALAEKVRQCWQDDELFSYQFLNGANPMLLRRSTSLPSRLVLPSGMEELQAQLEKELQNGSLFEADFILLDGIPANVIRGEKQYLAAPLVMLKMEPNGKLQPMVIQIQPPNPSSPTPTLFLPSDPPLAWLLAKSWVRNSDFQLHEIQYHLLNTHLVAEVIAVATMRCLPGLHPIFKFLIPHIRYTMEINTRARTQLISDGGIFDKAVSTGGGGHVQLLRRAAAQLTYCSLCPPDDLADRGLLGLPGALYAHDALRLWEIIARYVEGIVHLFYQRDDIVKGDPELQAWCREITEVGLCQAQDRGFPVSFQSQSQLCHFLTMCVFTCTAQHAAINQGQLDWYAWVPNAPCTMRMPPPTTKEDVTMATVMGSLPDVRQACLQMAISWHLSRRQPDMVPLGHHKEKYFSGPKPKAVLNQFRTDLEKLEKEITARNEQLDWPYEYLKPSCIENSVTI
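Hydroperoxide product was detected by ferrous iron/xylenol orange as the 573 to 405 nm absorbance ratio. Arachidonic acid at 40 uM (final) was turned over for 30 min at room temperature by 150 nM human 12hLO, pH 7.0 Hepes buffer, after 15 min compound preincubation.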
Vif-APOBEC3F blk: blocks the Vif interaction with APOBEC3F | HeLa A3F-eYFP + Vif (tagged APOBEC3F with the HIV-1 protein that degrades it), YFP fluorescence increase | Potency, µM (highest dose often 46.1 µM), without a hit: top-dose activity, negative = active | 390,000 tested, 0.2% active; also: potency is read from the fitted curve at half-maximal effect; % of control where 0% means no effect; nearly all actives have a fitted effect of over 65% in size
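Fluorescence increase (Ex 488/Em 500-530) after overnight compound treatment at 37 deg C flags inhibition of Vif-driven A3F-eYFP loss in stable HeLa A3F-eYFP/Vif cells seeded overnight beforehand.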
Active calls of the source: *; & = joins results of further samples; [ ] = dose if it differs, or a comment. Unless noted, calls follow the shape of the dose curve; as a rule, active = well fitted curve in the direction sought with a large enough effect; inconclusive = small, poorly fitted or top-dose-only effect, or another doubt; inactive = no such curve, though single readings can be large; an effect the other way counts as inactive or inconclusive. Not all compounds are listed (hit frequency here may not be typical).

COc1ccc(NC(=O)C2CCN(S(=O)(=O)c3c(C)noc3C)CC2)cc1OC was read as LDHA inh -9, Vif-A3G inh 0%, Glioma ERSR ind 2%, D2 antagonist 11, ERG Ets-DNA blk 9%, RGS4 inhibitor 30%, D2 ag 0.9, 12-LOX inh 1% and Vif-APOBEC3F blk -1%.
`COc1ccc(OC)c(S(=O)(=O)N2CCC(C(=O)NCc3ccccc3OC)CC2)c1` gave LDHA inh -3, Vif-A3G inh -1%, Glioma ERSR ind 0%, D2 antagonist -14, ERG Ets-DNA blk -4%, RGS4 inhibitor 24%, D2 ag -1.0, 12-LOX inh 0% and Vif-APOBEC3F blk -3%.
`Cc1ccccc1C(=O)N1CCc2c([nH]c3ccccc23)C1C(F)(F)F` (configuration not stated) gave LDHA inh -3, Vif-A3G inh -7%, Glioma ERSR ind -6%, D2 antagonist -14, ERG Ets-DNA blk -8%, RGS4 inhibitor 1%, D2 ag 1.1, 12-LOX inh 2% and Vif-APOBEC3F blk -2%.
For Cn1cc(/C=C(\C#N)C(=O)Nc2ccccc2O)c2ccccc21 the results were LDHA inh -1, Vif-A3G inh inconclusive, Glioma ERSR ind 2%, D2 antagonist -16, ERG Ets-DNA blk -1%, RGS4 inhibitor 8%, D2 ag 3.6 and Vif-APOBEC3F blk inconclusive.
CCCOc1ccc(S(=O)(=O)N2CCCC2)cc1[N+](=O)[O-] was read as LDHA inh -7, Vif-A3G inh 2%, Glioma ERSR ind 1%, D2 antagonist -10, ERG Ets-DNA blk -6%, RGS4 inhibitor 29%, D2 ag -0.3, 12-LOX inh -1% and Vif-APOBEC3F blk 8%.
`Cc1ccc(-c2nc(C)c(CCNC(=O)C(=O)Nc3cc(C)ccc3C)s2)cc1` gave LDHA inh -5, Vif-A3G inh -5%, Glioma ERSR ind -1%, ERG Ets-DNA blk -3%, RGS4 inhibitor 1%, D2 ag 0.2, 12-LOX inh -7% and Vif-APOBEC3F blk 2%.
N#Cc1c(-c2ccccc2F)cc(-c2cccnc2)nc1N was read as LDHA inh -4, Vif-A3G inh -1%, Glioma ERSR ind -4%, D2 antagonist 1, ERG Ets-DNA blk -3%, RGS4 inhibitor -23%, D2 ag -0.3, 12-LOX inh -6% and Vif-APOBEC3F blk -16%.
Cc1ccc(CNC(=O)c2cc3c(=O)n4ccccc4nc3n(CC3CCCO3)c2=N)cc1 (configuration not stated) was read as LDHA inh -5, Vif-A3G inh 1%, Glioma ERSR ind 9%, D2 antagonist 15, ERG Ets-DNA blk 1%, RGS4 inhibitor -11%, D2 ag -0.4 and Vif-APOBEC3F blk -1%.
For CCCC(=O)OCC(=O)c1[nH]c(C)c(C(C)=O)c1C the results were LDHA inh 2, Vif-A3G inh 1%, Glioma ERSR ind -1%, D2 antagonist -4, ERG Ets-DNA blk 6%, RGS4 inhibitor -11%, D2 ag 2.2, 12-LOX inh 0% and Vif-APOBEC3F blk 1%.
Screening CCOC(=O)C1CCN(C(=O)c2cccc(S(=O)(=O)N3c4ccccc4CC3C)c2)CC1 (configuration not stated) returned LDHA inh -2, Vif-A3G inh -1%, Glioma ERSR ind -6%, D2 antagonist 29, ERG Ets-DNA blk 7%, RGS4 inhibitor -26%, D2 ag -0.4, 12-LOX inh 2% and Vif-APOBEC3F blk -5%.
O=C(Nc1ccncc1)c1cc(S(=O)(=O)N2CCN(c3ccccc3)CC2)ccc1Cl was read as LDHA inh -2, Vif-A3G inh 1%, Glioma ERSR ind -2%, D2 antagonist 19, ERG Ets-DNA blk -4%, RGS4 inhibitor 2%, D2 ag 1.8, 12-LOX inh 11% and Vif-APOBEC3F blk -16%.
`CC(=O)OCCCNc1cc(Sc2ccc(C)cc2)c2nonc2c1[N+](=O)[O-]` gave LDHA inh 0, Vif-A3G inh 7%, Glioma ERSR ind 0%, D2 antagonist 4, ERG Ets-DNA blk -6%, RGS4 inhibitor inconclusive, D2 ag 0.5, 12-LOX inh -26% and Vif-APOBEC3F blk 7%.
For N#CCC(=O)N/N=C/c1cc([N+](=O)[O-])ccc1N1CCCC1 the results were LDHA inh -13, Vif-A3G inh -5%, Glioma ERSR ind 3%, D2 antagonist 4, ERG Ets-DNA blk -2%, RGS4 inhibitor -5%, D2 ag 0.0, 12-LOX inh -14% and Vif-APOBEC3F blk 13%.
For CC(C)(C)N(NC(=O)Nc1ccc(Cl)cc1)C(=O)c1ccccc1 the results were LDHA inh -10, Vif-A3G inh 5%, Glioma ERSR ind 0%, D2 antagonist -26, ERG Ets-DNA blk -5%, RGS4 inhibitor 36%, D2 ag 1.0, 12-LOX inh 1% and Vif-APOBEC3F blk 0%.
CCc1cccc(NS(=O)(=O)c2ccc3c(c2)N(CC(=O)OC)C(=O)CS3)c1 was read as LDHA inh -3, Vif-A3G inh -4%, Glioma ERSR ind -3%, ERG Ets-DNA blk 2%, RGS4 inhibitor -20%, 12-LOX inh -25% and Vif-APOBEC3F blk 3%.
COc1ccc(NC(=O)[C@@H]2CC=C[C@@H]3CCN(Cc4ccccc4)C(=O)[C@@H]32)cc1 was read as LDHA inh 0, Vif-A3G inh 3%&3%, Glioma ERSR ind -3%&-3%, ERG Ets-DNA blk -8%, RGS4 inhibitor -7%, 12-LOX inh -9% and Vif-APOBEC3F blk 4%.
O=C(CSc1cccc[n+]1[O-])CSc1cccc[n+]1[O-] was read as LDHA inh 0, Vif-A3G inh 1%, Glioma ERSR ind -1%, D2 antagonist 11, ERG Ets-DNA blk -8%, RGS4 inhibitor -6%, D2 ag -0.1, 12-LOX inh 7% and Vif-APOBEC3F blk 1%.
`COc1ccccc1CN=C1NC(=O)C(CC(=O)Nc2ccc(C(C)=O)cc2)S1` (configuration not stated) gave LDHA inh -13, Vif-A3G inh 0%, Glioma ERSR ind -1%, D2 antagonist -4, ERG Ets-DNA blk -9%, RGS4 inhibitor 15%, D2 ag 0.9, 12-LOX inh -2% and Vif-APOBEC3F blk 0%.
O=C(N[C@@H](Cc1ccccc1)C(=O)N1CCC2(CC1)NCCc1[nH]cnc12)c1cccc(Br)c1 was read as LDHA inh -24, Vif-A3G inh -7%, Glioma ERSR ind 1%, D2 antagonist -23, ERG Ets-DNA blk -5%, RGS4 inhibitor -2%, D2 ag 0.4, 12-LOX inh 0% and Vif-APOBEC3F blk 2%.
Screening CCOc1ccc(C(=O)NC2CCN(C(=O)NCc3ccccc3)CC2)cc1 returned LDHA inh -6, Vif-A3G inh 0%, Glioma ERSR ind -1%, D2 antagonist -7, ERG Ets-DNA blk 4%, RGS4 inhibitor -17%[56.9 µM], D2 ag -0.6, 12-LOX inh -8% and Vif-APOBEC3F blk 2%.
Cc1cc(Br)ccc1SCC(=O)OCC(=O)Nc1ncc(C(F)(F)F)cc1Cl was read as LDHA inh 3, Vif-A3G inh -3%, Glioma ERSR ind -1%, D2 antagonist -5, ERG Ets-DNA blk 0%, RGS4 inhibitor 11%, D2 ag -0.5, 12-LOX inh -23% and Vif-APOBEC3F blk 1%.
CCOP(=O)(O)c1ccccc1OCCCCCOc1ccccc1P(=O)(O)OCC was read as LDHA inh 0, Vif-A3G inh 0%, Glioma ERSR ind -1%, D2 antagonist -10, ERG Ets-DNA blk 2%, RGS4 inhibitor 0%, D2 ag -0.1, 12-LOX inh -10% and Vif-APOBEC3F blk 0%.
Screening Cc1ccc(S(=O)(=O)N2CCC(C(=O)OCC(=O)N3C(C)CCCC3C)CC2)cc1C (configuration not stated) returned LDHA inh 0, Vif-A3G inh 0%, Glioma ERSR ind -3%, 12-LOX inh 7% and Vif-APOBEC3F blk -4%.
Screening CCOc1ccccc1NC(=O)CSc1nnc(Cc2cccn2C)n1-c1ccc(F)cc1 returned LDHA inh -7&-7, Vif-A3G inh -2%, Glioma ERSR ind -4%, D2 antagonist -3, ERG Ets-DNA blk -2%, RGS4 inhibitor -7%, D2 ag -1.1, 12-LOX inh -4% and Vif-APOBEC3F blk 1%.
Screening COC(=O)c1c(NC(=O)CCC(=O)O)sc2c1CCCCC2 returned LDHA inh -5, Vif-A3G inh -6%, Glioma ERSR ind -1%, D2 antagonist -8, ERG Ets-DNA blk -1%, RGS4 inhibitor -33%, D2 ag -1.3, 12-LOX inh -27% and Vif-APOBEC3F blk 2%.
Screening CSc1ccc(NC(=O)C2(C)CCN2C(=O)Cc2ccc(C(C)(C)C)cc2)cc1 (configuration not stated) returned LDHA inh 2, Vif-A3G inh 2%, Glioma ERSR ind -1% and 12-LOX inh -3%.
For CC1=NN(c2ccccc2)C(=O)C1c1ccccc1 (configuration not stated) the results were LDHA inh -1, Vif-A3G inh -3%, Glioma ERSR ind -1%, D2 antagonist -6, ERG Ets-DNA blk -7%, RGS4 inhibitor 12%, D2 ag -0.5, 12-LOX inh -12% and Vif-APOBEC3F blk -2%.
Screening Cc1cccc(NC(=O)Cn2cnc3ccccc3c2=O)c1C returned LDHA inh -11, Vif-A3G inh -5%, Glioma ERSR ind -7%, D2 antagonist 9, ERG Ets-DNA blk -2%, RGS4 inhibitor 5%, D2 ag 0.1 and 12-LOX inh 34%[activator].
For Cc1cc2oc(=O)cc(CN3CCCCC3)c2cc1C(C)C the results were LDHA inh 3, Vif-A3G inh 0%, Glioma ERSR ind -5%, D2 antagonist 6, ERG Ets-DNA blk 0%, RGS4 inhibitor 9%, D2 ag 2.0, 12-LOX inh inconclusive and Vif-APOBEC3F blk 3%.
